# High-throughput results: PubChem BioAssay, several laboratories
# NTR1 agonist: NTR1-driven beta-arrestin-GFP spot formation – imaging, U2OS cells, high content, primary screen (AID 493036) | P30989 | agonist mode | activation, % at 20 µM | actives 0.17% (n = 330,000);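 active means activation at or above 40% of the spot to cytoplasm intensity ratio, with at least 20 cells analyzed; inconclusive means wells under 20 cells, flagged as cytotoxic or low count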;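 further: 0% = DMSO without peptide and 100% = 100 nM NTR1 peptide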
# Target sequence (P30989 whole entry, looked up): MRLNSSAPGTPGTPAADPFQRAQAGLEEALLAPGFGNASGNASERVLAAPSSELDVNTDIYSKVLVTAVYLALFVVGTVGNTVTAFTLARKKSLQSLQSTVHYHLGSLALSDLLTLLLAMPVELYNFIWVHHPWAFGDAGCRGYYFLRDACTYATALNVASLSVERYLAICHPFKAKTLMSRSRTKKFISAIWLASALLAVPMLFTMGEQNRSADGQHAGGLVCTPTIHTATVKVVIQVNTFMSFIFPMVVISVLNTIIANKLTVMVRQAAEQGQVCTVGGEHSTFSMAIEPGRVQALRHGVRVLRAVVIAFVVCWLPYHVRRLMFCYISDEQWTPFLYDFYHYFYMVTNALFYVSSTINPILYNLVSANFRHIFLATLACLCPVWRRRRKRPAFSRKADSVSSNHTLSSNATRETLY
# KOR beta-arrestin-1: kappa opioid receptor blockers – cell-based, luminescence, uHTS (AID 1778). actives 0.091% (n = 290,000). KOR beta-arrestin recruitment, luminescence, antagonist mode; higher % means a stronger effect. inhibition, % at 10 µM, or IC50 in µM where a hit was titrated; further: strong numbers were not always called active
# NOD1 NF-kB reporter: NOD1 signaling inhibitors, primary screen, cell-based, luminescence, uHTS (AID 1578); actives 1% (n = 290,000); inhibition, % at 4 µM; hits with a dose series show EC50 in µM; NOD1-driven NF-kB luciferase reporter cells, luminescence; higher % means a stronger effect; in the data active means inhibition mostly above about 36%, no sharp cut-off; inactive means mostly below about 34%;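 further: HEK-293T reporter cells stimulated with the NOD1 agonist gamma-tri-DAP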
# Myeloid diff 2: compounds promoting myeloid differentiation; AID 624256; actives 1% (n = 360,000); ER-HoxA9 myeloid progenitors, lysozyme-GFP differentiation, flow cytometry; calls only at 10 µM;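 active means normalized GFP-positive differentiation at or above the plate's own cutoff, the solvent-only control mean plus 3 SD; inconclusive means no clear call, values can overlap the other calls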;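 further: cells exposed to compound for four days before flow analysis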
# GPR55 beta-arrestin: GPR55 agonists via beta-arrestin recruitment, primary screen, imaging, U2OS cells, beta-arrestin-GFP redistribution (AID 1961); U2OS GPR55 beta-arrestin-GFP redistribution imaging; higher % means a stronger effect; activation, % at 10 µM; hits with a dose series show EC50 in µM; actives 0.048% (n = 290,000);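 active means activation above 40% with more than 50 cells counted in the well; inconclusive means wells holding fewer than 50 cells, flagged as toxic or sparse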;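 further: U2OS osteosarcoma cells stably expressing GPR55 and beta-arrestin-GFP; plate controls were DMSO negative control for no effect and LPI positive control for full effect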
# HEK293 NOD2/NF-kB: inhibition of NOD2-driven NF-kB reporter – cell-based, luminescence, uHTS, HEK293 (AID 1566); HEK293 NOD2/NF-kB luciferase reporter, luminescence; higher % means a stronger effect; actives 0.63% (n = 290,000); inhibition, % at 4 µM, or EC50 in µM where a hit was titrated; further: many of its hits are not listed in these tables
# KOR beta-arrestin-2: KOR agonists, beta-arrestin recruitment, primary screen, cell-based, luminescence, uHTS (AID 1777); actives 0.02% (n = 280,000); activation, % at 10 µM, or EC50 in µM where a hit was titrated; KOR beta-arrestin recruitment, luminescence; higher % means a stronger effect; in the data active means activation above about 50%, passing the limit was not always enough; further: a part of the inactive calls stands beside numbers as strong as those of hits
# T cell modulator: T cell immune modulators affecting CD8 T cell-vesicle binding; AID 2052; actives 0.068% (n = 330,000); 2C CD8+ T cell-vesicle binding, flow cytometry; stronger effect = lower value; calls only at 7 µM;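 active means response, share of CD8 T cells binding vesicles, and their 90th percentile fluorescence all below set limits, cut at about 80% in these data, passing the limit was not always enough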
#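 System: murine 2C transgenic CD8+ T lymphocytes; also added: QL9-loaded Drosophila micro-vesicles; times: binding 1.5 h at 37 °C; measured by: flow cytometry, PE anti-B7-1 (FL2) versus Alexa647 anti-CD8 (FL8), PFA-fixed; control set: Peptide-free naked vesicles (low) and QL9 vesicles with 0.7% DMSO vehicle (high)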
# GPR55 LPI antagonism: inhibition of LPI-stimulated GPR55 beta-arrestin translocation – imaging, U2OS, beta-arrestin-GFP, LPI agonist, primary screen (AID 2013). actives 0.13% (n = 290,000). inhibition, % at 10 µM, or IC50 in µM where a hit was titrated. U2OS GPR55 beta-arrestin-GFP translocation imaging, LPI antagonism; higher % means a stronger effect;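 active means spots per cell inhibited over 60%, with over 100 cells counted and total cytoplasm intensity under 500,000; inconclusive means wells with under 100 cells, flagged as likely toxic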;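 further: U2OS cells stably carrying GPR55 and arrestin-GFP stimulated by 5 µM LPI near EC80; imaged beta-arrestin-GFP aggregate spots per cell after agonist stimulation; plate controls were LPI-stimulated DMSO wells for no effect and DMSO wells without LPI for full effect; some results filed as inactive read as strong as hits; confirmed hits need IC50 under 10 µM and bright autofluorescent wells are also inconclusive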
# T cell modulator vesicle-bound %: also measured in T cell modulator; calls as there; double positive events, %; measured here: CD8+ vesicle-bound cell fraction;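 binding gate set so that unloaded-vesicle control wells show 10% double positive cells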
# NTR1 agonist cell count 20 µM: also measured in NTR1 agonist; calls as there; cell count; measured here: cell count, cytotoxicity flag
# Myeloid diff 2 GFP+ MAC1+ %: further read-out of Myeloid diff 2, marked with its call; GFP+ MAC1+ double positive, %; measured here: differentiation confirmed by MAC1 staining
# Starred values were filed as active, the others as inactive; i = inactive; ? = inconclusive; . = not tested or not shown; + = active, no number; [ ] = remark or other dose. Unless noted, no stated cut-off is given here; in the data, active means inhibition above about 50%; inactive means the rest. A portion of the library; the hit share may differ from the screen's.
SMILES	NTR1 agonist	NTR1 agonist cell count 20 µM	KOR beta-arrestin-1	NOD1 NF-kB reporter	Myeloid diff 2	Myeloid diff 2 GFP+ MAC1+ %	GPR55 beta-arrestin	HEK293 NOD2/NF-kB	KOR beta-arrestin-2	T cell modulator	T cell modulator vesicle-bound %	GPR55 LPI antagonism
Cc1ccc(/C=N/n2c(=O)c(C(C)(C)C)nn3cnnc23)cc1	-1.4	50	7%	-8%	i	0.0	0.4%	3%	-1.1%	i	31	-4%
CC(C)C(NC(=O)C1CCC(C(C)(C)C)CC1)C(=O)NCCCN1CCCCC1 (configuration not stated)	2.2	56	-23%	-14%	i	0.1	0.1%	20%	-1.4%	i	21	3%
CCc1ccc(NC(=O)Cn2c3[n+](c4c(F)c(F)ccc42)CCCCC3)cc1	3.8	46	.	2%	i	0.5	0.2%	2%	.	i	39	5%
Cc1ccc2c(c1)nc(-n1nc(C)cc1C)c1nnnn12	1.4	85	-6%	-21%	i	0.2	-0.4%	3%	0.9%	i	52	-4%
O=c1[nH]cnc2c1ncn2Cc1ccc([N+](=O)[O-])cc1	-0.7	93	14%	-9%	i	0.2	0.5%	10%	-0.7%	i	17	8%
Cc1cccc(NC(=O)COC(=O)c2ccccc2SCC(=O)N2CCCC2)c1	0.5	58	30%	-24%	i	3.1	-0.1%	1%	-2.7%	i	10	30%
NC(=O)c1ccccc1OCC(=O)Nc1ccc(Cl)c(Cl)c1	-0.9	57	22%	-17%	i	0.6	-0.1%	-241%	-1.5%	i	30	-1%
COc1ccc(CNc2ccc(C)c(C)c2)cc1	4.8	48	10%[20 µM]	-27%	i	0.4	0.2%	-32%	-6.8%	i	26	3%
O=S(=O)(Nc1ccc(S(=O)(=O)N2CCCCCC2)cc1)c1cccs1	0.0	49	12%	-19%	i	7.1	0.2%	9%	8.9%	i	16	6%
Cc1ccc(C(=O)NCC(=O)OCC(=O)NC(C)c2ccccc2)s1 (configuration not stated)	-0.7	48	-17%	-24%	i	0.1	-0.7%	16%	3.2%	i	4	-6%
CCOC(=O)N1CCN(C(=O)/C(=C/c2cccs2)NC(=O)c2ccc(OC)c(OC)c2)CC1	0.8	41	-12%	-10%	i	0.3	-0.1%	16%	2.2%	i	30	-10%
CCCc1cc(=O)oc2c(C)c(OCC(=O)NCc3ccccn3)ccc12	3.0	70	-12%	-30%	i	0.7	0.2%	-9%	-4.4%	i	24	18%
CN1CCN(CC(=O)Nc2c(C#N)cnn2-c2ccccc2)CC1	0.1	39	-7%	-4%	i	0.4	0.3%	5%	-0.6%	i	23	8%
CCCOc1ccc(C(CC(=O)O)NC(=O)CC(c2ccccc2)c2ccccc2)cc1 (configuration not stated)	0.8	29	-10%	14%	i	0.2	-0.3%	15%	-2.3%	i	28	8%
Cc1occc1C(=O)Nc1cc(=O)n(C)c(=O)n1C	5.1	54	23%	1%	i	0.7	-0.2%	15%	-2.3%	i	58	6%
Cc1ccc(Cl)cc1N1CCN(S(C)(=O)=O)CC1	3.9	59	-11%	7%	i	6.4	-0.1%	10%	3.2%	i	33	-12%
CCOC(=O)C(=O)N/N=C/c1ccco1	-0.9	60	-12%	-9%	i	0.3	-0.1%	-10%	0.1%	i	44	-7%
CCOCCCNCc1cc(Br)ccc1OCc1ccccc1	0.1	37	-1%	-3%	i	1.4	-0.3%	19%	11%	i	48	16%
O=C(NCC1CCOCC1)c1ccc(OC2CCN(Cc3ccccn3)CC2)cc1	-1.6	81	-9%[20 µM]	-28%	i	0.2	-0.1%	-10%	.	i	49	12%
CCOC(=O)c1c(C)[nH]c(C(=O)OCC(=O)Nc2cc(C)ccc2OC)c1C	2.4	62	-20%	-62%	i	3.2	-0.1%	-23%	-4.6%	i	34	2%
COc1ccc(N=c2scc(-c3ccc(S(=O)(=O)N4CCOCC4)cc3)n2CCCO)cc1	.	.	-18%	-32%	.	.	-0.1%	9%	-6.3%	.	.	2%
CC(C)N(Cc1ccccc1)C(=O)/C=C/c1ccccc1[N+](=O)[O-]	-0.1	85	-12%[20 µM]	-43%	i	0.5	-0.1%	-21%	.	i	44	-5%
C=CCNc1ncnc2c1cnn2-c1ccc(Cl)cc1	0.7	87	-1%	-26%	i	1.4	1.2%	-136%	-0.7%	i	28	11%
CCOC(=O)Cn1ncc2c3ccccc3n(CC(=O)OCC)c2c1=O	-1.2	45	0%	-8%	i	0.6	-0.1%	0%	-1.5%	i	31	3%
O=C(c1ccc(-c2ccccc2)cc1)N1CCN(c2ccccc2)CC1	-0.4	62	-1%	-5%	i	1.1	0.4%	-26%	-1.3%	i	18	-4%
CCOc1ccc(CCNC(=O)COC(=O)c2cc(OC)c(OC)c(OC)c2)cc1OCC	0.0	52	-18%	-43%	.	.	0.1%	18%	-0.3%	i	27	-11%
Cc1ccc(N2CC(C(=O)OCC(=O)C(C)(C)C)CC2=O)cc1C (configuration not stated)	-0.6	100	-8%	20%	i	0.0	-0.2%	12%	-3.1%	i	45	1%
Cc1ccc(/C=C2/C(=O)N=C(N)N2C)s1	1.7	64	-38%	-26%	+	1.0*	-0.8%	2%	10%	i	39	2%
CC1(C)CC(NS(=O)(=O)OCC(Cl)(Cl)Cl)c2cc(C#N)ccc2O1 (configuration not stated)	5.7	71	-38%[20 µM]	23%	i	2.9	-0.1%	10%	-1.8%	i	14	0%
O=C(CCC(=O)Nc1ccccc1)NCCO	-1.5	54	-1%	-20%	i	1.3	-0.4%	6%	0.1%	i	23	4%
CC(=O)c1ccc(NS(=O)(=O)c2cc3c(cc2C)N(C)CCO3)cc1	0.7	75	-8%	0%	i	9.4	0.2%	6%	-3.2%	i	30	-2%
O=C1c2ccccc2C(=O)c2[nH]c(=O)[nH]c21	-1.7	72	6%	3%	?	.	0.0%	48%	0.4%	i	60	5%
CC(=O)c1cnc2sccn2c1=O	2.2	33	-2%	-28%	i	1.2	0.2%	-12%	5.5%	i	45	1%
Cc1ccc(COn2c(-c3ccc(Cl)cc3Cl)nc3ncccc32)cc1	3.1	47	-22%	16%	i	2.4	0.0%	8%	0.6%	i	32	6%
COc1cccc(N2CCN(c3ccc4nnc(CCC(=O)Nc5ccccc5OC)n4n3)CC2)c1	0.4	58	17%	22%	i	1.8	0.7%	8%	-7.2%	i	4	4%
Cc1cc(NC(=O)C2CCCCC2C(=O)O)ccc1NC(=O)c1ccccc1 (configuration not stated)	0.3	71	-5%	-6%	i	0.6	-0.2%	8%	-1.5%	i	21	-3%
CCOC(=O)C1=C(C)N=c2s/c(=C\c3ccncc3)c(=O)n2C1c1ccc2c(c1)OCO2 (configuration not stated)	9.0	54	30%	37%	i	0.8	0.5%	0%	-2.0%	i	14	4%
Cc1nc(Cl)sc1C(=O)Nc1ccccc1	1.7	66	-13%	27%	i	0.7	0.4%	14%	3.9%	i	52	-7%
Cc1cccc(-c2oc3ccc(-c4ccc5c(c4)OCO5)cc3c2/C=C/c2ccc(N)cc2)c1	12	43	-30%[20 µM]	-15%	i	0.9	-0.3%	1%	-1.6%	i	47	-1%
O=C(Cn1cc[n+](Cc2ccccc2)c1)c1ccc([N+](=O)[O-])cc1	-1.5	25	-30%	-30%	i	0.8	0.0%	-7%	13%	i	32	2%
O=[N+]([O-])c1cc(S(=O)(=O)N2CCCC2)ccc1O	0.0	78	8%	-26%	i	0.3	0.4%	10%	-4.3%	i	27	7%
COC(=O)c1sccc1-n1cccc1C(=O)C(=O)N1CC(C)OC(C)C1 (configuration not stated)	0.5	64	7%	-24%	i	1.0	0.2%	2%	-2.8%	i	42	4%
CC(C)c1nc2ccccc2n1CCC(=O)O	1.8	50	-7%	-1%	i	1.1	0.0%	5%	-0.6%	i	12	8%
Cc1nc(OCC(=O)c2ccc(Cl)cc2)c(C#N)c2c1COC(C)(C)C2	7.8	36	9%	-9%	i	0.2	-0.1%	11%	-5.3%	i	38	18%
COC(=O)C1=C(C)N(c2ccc(C)cc2)/C(=C/c2cccs2)C1=O	4.8	82	-1%	2%	i	0.7	-0.3%	10%	-0.1%	i	26	10%
NC(=O)N/N=C/c1cn(CC(=O)Nc2ccc(F)cc2)c2ccccc12	-0.1	39	-32%	-10%	i	0.6	0.2%	21%	0.9%	i	17	2%
O=C(c1ccccc1)c1cccn1CC(=O)N1CCc2ccccc2C1	-0.8	43	29%	-34%	i	0.8	-0.6%	-12%	-4.8%	i	28	10%
CCOc1ccc(-c2n[nH]c(C(=O)NN)c2C)cc1	-0.6	77	-7%	-3%	i	1.0	1.9%	4%	7.9%	i	53	12%
O=C(CCS(=O)(=O)c1ccccc1)NC1CCCCC1	0.6	53	12%	-52%	i	1.4	-0.1%	-44%	7.2%	i	14	4%
COc1cc(C(=O)Nc2ccc(Cl)c(C(F)(F)F)c2)cc(OC)c1OC	10	39	4%	-8%	i	0.4	-0.2%	5%	18%	i	33	-6%
COc1cccc(CNC(=O)CCN2C(=O)[C@@H]3Cc4ccccc4CN3C2=O)c1	0.4	51	18%	20%	i	1.5	-0.3%	6%	-8.3%	i	5	6%
CCN(Cc1cnn(C)c1)C(=O)c1ccc2nc(Cc3cccc(Cl)c3)oc2c1	0.1	57	17%	-16%	i	0.9	-0.1%	20%	-3.2%	i	29	-9%
CCCC(c1nnnn1C(C)(C)CC)N(Cc1ccco1)Cc1cc2ccc(OC)cc2[nH]c1=O (configuration not stated)	.	.	40%	-6%	i	0.5	-0.1%	1%	6.9%	.	.	9%
CN(C)/C(CN1CCN(C=O)CC1)=C1\N=C(c2ccccc2)OC1=O	0.5	63	-9%	26%	i	1.7	-0.2%	22%	1.7%	i	34	-11%
CCOCCOC(=O)NCCCCCCNC(=O)OCCOCC	2.6	39	24%	-4%	i	0.7	0.3%	9%	1.3%	i	35	14%
